Shn3 inh set2: reduction of Shn3 3'UTR firefly luciferase signal, primary screen, Schnurri-3 inhibitor project, cell-based, Clone20 osteoblasts, set 2. 360,000 compounds, 0.52% hits. AID 588674, 2011. inhibition, % at 12.5 µM. Clone20 osteoblast Shn3 3'UTR firefly luciferase, 24 h;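 active = mean inhibition of at least 75% with every replicate also reaching 75%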;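 also: 0% = median of neutral control wells and 100% = pilot-screen positive control compound; some compounds past the cut are filed as inactive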
PDI inh: inhibitors of human PDI, primary screen, biochemical, turbidity, single point, plate reader | Protein disulfide-isomerase (Homo sapiens), P07237 | PDI insulin aggregation turbidity, A650, 90 min | inhibition, % at 10 µM | 350,000 compounds, 0.052% hits;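 active = mean inhibition across replicates of 30% or more, whatever share of single replicates reach that level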;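 also: absorbance from insulin aggregation driven by PDI reduction with DTT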
Peg3 promoter: Peg3 promoter-driven luciferase inhibitors, primary screen, cell-based, HeLa, luciferase luminescence. HeLa PEG-Prom luciferase reporter, overnight. inhibition, % at 20 µM. 360,000 compounds, 1.7% hits;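 active = inhibition of at least 50% at 20 µM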
hiPSC survival: enhancers of single-cell hiPSC survival, primary screen, ATPlite luminescence | 100% = ROCK inhibitor wells, 0% = DMSO | survival enhancement, % at 20 µM | 360,000 compounds, 0.044% hits | AID 602274, 2012; in the data active = survival enhancement above about 18%;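 also: cells exposed to compounds for 16 hours before the ATP read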
NR2E3 ag-1: inhibitors of NR2E3-RetCOR corepressor binding, primary screen, NR2E3 agonist project, biochemical, TR-FRET, GST-NR2E3, biotin-RetCOR. 1536-well. inhibition of corepressor binding, % at 4.78 µM. 320,000 compounds, 0.12% hits. AID 2300, 2010;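 active = percent inhibition above the cutoff of mean plus 3 SD of all tested compounds, set per screening campaign, cut at about 20% in these data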;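 also: 0% = DMSO wells and 100% = biotin wells as full block of FRET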
Target sequence (Q9Y5X4 whole entry, looked up): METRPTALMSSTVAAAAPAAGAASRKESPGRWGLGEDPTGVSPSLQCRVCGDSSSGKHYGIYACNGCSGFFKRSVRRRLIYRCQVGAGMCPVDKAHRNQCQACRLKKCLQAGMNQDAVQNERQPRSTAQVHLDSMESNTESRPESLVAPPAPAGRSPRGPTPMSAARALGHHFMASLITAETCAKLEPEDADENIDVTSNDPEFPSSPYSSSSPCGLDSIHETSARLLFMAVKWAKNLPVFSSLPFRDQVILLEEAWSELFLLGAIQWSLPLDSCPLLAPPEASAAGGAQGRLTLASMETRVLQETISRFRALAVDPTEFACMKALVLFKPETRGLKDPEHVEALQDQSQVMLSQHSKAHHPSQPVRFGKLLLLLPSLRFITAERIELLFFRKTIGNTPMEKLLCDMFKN
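Test system: GST-NR2E3 and biotin-RetCOR proteins | Quantity: 1.35 nM GST-tagged NR2E3 final | Medium: Tris pH 7.5 | Also added: 7 nM biotin-RetCOR | Dosing: Compound at 4.8 µM, single dose | Timing: 5 h at 4 °C | Detection: Time-resolved FRET | Read-out basis: Percent inhibition | Benchmarks: Biotin wells as high control, 0.6% DMSO wells as low control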
CaV13 FRET inh: Disruptors of the CACNA1D IQ motif to Ca2+-dependent inactivation inhibitor domain association, primary screening, Förster resonance energy transfer in intact living … | HEK cells, CFP/YFP FRET ICDI-IQ, plate reader, 10 min; percent FRET-ratio fall versus neutral wells | inhibition, % at 12.3 µM | 340,000 compounds, 0.098% hits | AID 743397;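 active = mean replicate inhibition of at least 30% and at least 1% of replicates passing that level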;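 also: 0% = median of the neutral control wells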
Cardio protect: cardioprotection against H2O2-induced cell death, primary screen, uHTS, H9c2 cells, ATPLite luminescence; protection from H2O2 cell death, % at 20 µM; 360,000 compounds, 0.63% hits; H9c2 cardiomyocytes, H2O2 injury protection, 2 h; AID 588492, 2011;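 active = compounds giving at least 50% protection of heart cells from peroxide-induced death in the single-dose screen, raw or plate-pattern-corrected value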;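 also: 0% = DMSO wells with peroxide and 100% = DMSO wells without peroxide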
HTR2A ag: mouse Htr2a agonists via beta-arrestin recruitment, primary screen, cell-based, luminescence; CHO-K1 mHTR2A beta-arrestin complementation; percent of 30 µM serotonin response; activation, % at 7.6 µM; 360,000 compounds, 0.66% hits; AID 624169, 2012;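 active = activation above a run cutoff, the mean activation of all tested compounds plus 3 SD, cut at about 14% in these data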;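 also: 0% = plate median of compound wells and 100% = 30 µM serotonin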
Target sequence (P35363 whole entry, looked up): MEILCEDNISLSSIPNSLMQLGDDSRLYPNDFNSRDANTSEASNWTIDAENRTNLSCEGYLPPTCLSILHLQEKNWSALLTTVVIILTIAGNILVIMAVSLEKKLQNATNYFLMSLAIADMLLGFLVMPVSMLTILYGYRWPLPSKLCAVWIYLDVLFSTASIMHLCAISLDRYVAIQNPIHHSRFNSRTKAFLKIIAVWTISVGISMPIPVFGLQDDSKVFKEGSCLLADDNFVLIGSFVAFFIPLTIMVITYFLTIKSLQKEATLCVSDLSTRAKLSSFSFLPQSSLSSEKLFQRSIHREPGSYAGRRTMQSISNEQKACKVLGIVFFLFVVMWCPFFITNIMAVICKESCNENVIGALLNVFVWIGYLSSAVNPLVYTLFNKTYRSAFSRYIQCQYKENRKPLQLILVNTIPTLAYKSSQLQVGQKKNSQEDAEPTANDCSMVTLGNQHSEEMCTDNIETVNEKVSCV
MITF TRPM1 inh: inhibitors of MITF-dependent TRPM1 promoter reporter, primary screen, cell-based, SK-MEL-5, single point, luciferase; SK-MEL-5 TRPM1 promoter luciferase, 24 h; inhibition, % at 12.5 µM; 330,000 compounds, 0.83% hits; AID 488899, 2010;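 active = mean inhibition across replicates of 60% or more, whatever share of single replicates reaches that level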; also: values of inactives mirror those of a sister screen read the other way
NR2E3 ag-2: NR2E3 agonists in two-hybrid cells, primary screen, cell-based, luminescence, CHO-S, Gal4-NCOR/VP16-NR2E3 | inhibition of corepressor binding, % at 3.98 µM | luciferase | AID 602229, 2012 | 360,000 compounds, 0.35% hits;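 active = inhibition above the mean of all tested compounds plus 3 SD, cut at about 70% in these data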;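 also: 0% = DMSO with NR2E3 transfected cells and 100% = cells lacking NR2E3 construct; higher means lower luciferase signal from less NR2E3 corepressor binding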
HIF-2a inh: HIF-2a reporter inhibitors, primary screen, luminescence, 786-0 RCC cells; 786-0 RCC cells HIF-2a reporter, luciferase luminescence, overnight; 360,000 compounds, 0.72% hits; inhibition, % at 18.8 µM; AID 624352, 2012;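 active = inhibition of the luminescence signal of 40% or more relative to plate controls, in a single-dose primary screen at 18.75 µM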
An asterisk follows results filed as active; . = no result given.

entry	SMILES	Cardio protect	hiPSC survival	HTR2A ag	Shn3 inh set2	MITF TRPM1 inh	HIF-2a inh	CaV13 FRET inh	NR2E3 ag-2	PDI inh	Peg3 promoter	NR2E3 ag-1
1	COC(=O)C1=C(C)N(Cc2ccccc2)C(=O)N[C@H]1c1cccc(C(F)(F)F)c1	-4	2.8	-3	-37	.	3	-5	-2	-6	25	1
2	COCCNC(=S)N(CCc1c(C)[nH]c2ccccc12)Cc1cccnc1	16	1.0	-12	14	8	14	-4	-11	8	6	0
3	Cc1ccc2nc(SCC(=O)NC3CCS(=O)(=O)C3)[nH]c2c1 (centres undefined)	3	-0.1	3	-2	5	4	-6	1	4	12	.
4	CSc1ccc(/C=C(\C(=O)O)c2ccc(S(=O)(=O)N3CCCCC3)s2)cc1	0	0.2	3	14	12	13	-8	27	6	17	4
5	COc1ccc2c(c1)OC[C@H]1[C@H]2N2C(=O)CN(C)C(=O)[C@@]2(C)[C@H]1c1ccccc1	-1	-0.2	8	9	3	19	-6	6	9	8	1
6	CCOC(=O)c1c(C)[nH]c(C)c1S(=O)(=O)N(C)CC(=O)Nc1ccc(C)cn1	-2	-0.4	-1	-3	3	-5	-2	-4	1	3	2
7	COc1cc(-c2cc3nc(NCc4ccco4)ccn3n2)cc(OC)c1OC	11	-0.3	1	-13	.	-47	-6	40	6	-32	.
8	O=C(CNC(=O)c1ccccc1Br)NCCSc1ccc(Br)cc1	-3	-0.2	-8	-25	7	3	-6	5	6	1	1
9	O=C(Nc1ccc(NC(=S)NC(=O)c2cccs2)cc1)c1ccco1	5	0.0	4	-5	-6	-26	-7	-27	7	-14	1
10	COc1ccc(N=C2SC(C(=O)Nc3ccc(C(=O)O)cc3)CC(=O)N2Cc2cccs2)cc1 (centres undefined)	-8	-0.1	4	5	2	16	-6	-19	3	2	-3
11	OC(c1cccc(CN2CCCCC2)c1)c1ncc(-c2cccc3ccccc23)[nH]1 (centres undefined)	0	2.3	-2	22	.	-17	-6	-8	-2	8	.
12	O=C(O)c1cc(O)ccc1NC(=O)C(c1ccccc1)c1ccccc1	5	-0.4	-8	-18	9	25	-2	1	4	-1	6
13	COc1ccc(-c2nc(CN3CCC(C(=O)NC4CC4)CC3)c(C)o2)cc1OC	6	0.9	-4	-1	1	4	-3	-2	0	-1	-1
14	O=C(CNC(=O)c1ccco1)N/N=C/c1ccc(C(=O)O)cc1	2	4.0	-1	-8	1	5	-3	19	0	7	0
15	CC1C(=NO)C(C)C(c2ccccc2)NC1c1ccccc1 (centres undefined)	1	0.6	1	27	-5	18	-8	-1	14	17	0
16	O=C1CS/C(=N/N=C/c2ccc(OS(=O)(=O)c3ccccc3)cc2)N1	-2	-0.6	2	-4	16	-2	-2	-27	8	-12	1
17	O=C(c1cccc(C(F)(F)F)c1)N1CCN(S(=O)(=O)c2ccc(Cl)s2)CC1	-1	0.5	-3	7	0	8	-6	34	-8	27	-3
18	Cc1ccc2c(c1)c1c3n2CCN(CCC#N)C3CCC1 (centres undefined)	-2	-3.5	7	-11	.	-36	-6	-29	12	-9	.
19	COC(=O)c1ccc(S(=O)(=O)NCc2ccco2)n1C	1	0.0	1	15	-21	10	-4	12	3	-2	-3
20	Cc1cccc(NC(=O)COC(=O)CN2C(=O)c3ccccc3C2=O)c1	1	5.6	-5	-5	.	5	-18	-8	-14	-5	.
21	CSc1ccccc1C(=O)Nc1ncn[nH]1	-1	-0.6	-1	-24	18	17	-20	-6	4	13	3
22	COc1ccc(NS(=O)(=O)c2cccc(NC(=O)CCC(=O)c3cccs3)c2)cc1	-10	4.0	3	-12	9	6	-5	-15	10	11	1
23	CC(CCc1ccccc1)NS(=O)(=O)c1ccccc1F (centres undefined)	-4	-0.2	-2	-7	-2	8	-4	-42	-1	17	-1
24	O=S(=O)(c1ccc2ccccc2c1)N1CCN(S(=O)(=O)c2c(F)cccc2F)CC1	-9	1.0	-2	-69	-53	-214	-9	-102	4	-237	.
25	O=C(CCC(=O)c1cccs1)NCC(=O)Nc1ccc(F)c(F)c1F	3	-1.3	2	21	13	11	-3	-20	-7	6	0
26	CCOC(=O)C1=C(C)N=c2sc(=C(C)C)c(=O)n2C1c1ccc(N(C)C)cc1 (centres undefined)	26	-0.8	3	13	-5	9	-8	-13	-5	15	-1
27	CC(C)Oc1cc(NC(=O)CS(=O)CC(=O)N(C)C)c(Cl)cc1Cl (centres undefined)	0	-1.3	2	10	1	6	0	-2	-1	1	7
28	CC(=O)Nc1ccc(Nc2cc(C)nc3c(-c4ccc(Cl)cc4)cnn23)cc1	8	9.0	2	-91	-25	-85	-6	-2	17	-219	0
29	COc1ccc(S(=O)(=O)N2CCC(Cc3ccccc3)CC2)cc1C(N)=O	-11	0.5	3	-10	8	12	-20	1	-1	4	1
30	Cc1nc2cc(-n3ccc(=O)cc3)ccc2n1-c1ccccc1	6	17	-6	-20	-1	-15	.	8	0	-10	4
31	CC(C)c1cc(N2CCOCC2)n2ncc(-c3ccccc3)c2n1	-7	-0.7	-8	-8	-22	-4	-4	-5	7	8	.
32	CC1CCN(S(=O)(=O)c2ccc3c(c2)N(CC(=O)NCCN2C(C)CCCC2C)C(=O)CS3)CC1 (centres undefined)	-2	-0.4	-5	-2	-17	11	-6	-24	12	2	-2
33	OCC(O)C1OC(Nc2ccc(Cl)cc2)C(O)C1O (centres undefined)	-1	-0.3	1	-13	-9	12	-16	-18	-2	3	2
34	COC(=O)C1=C(C)NC(C)=C(C(=O)OC)C1c1cc2cc(C)ccc2[nH]c1=O	3	0.7	3	6	12	6	.	-15	5	5	4
35	O=c1c(Cl)c(N2CCCCC2)cnn1-c1nc2ccccc2[nH]1	-20	-3.6	0	44	64*	70*	-4	-27	-1	88*	1
36	S=c1nc(-c2cc(Cl)cc(Cl)c2)[nH][nH]1	-3	2.7	7	-9	4	-8	-5	-12	-6	8	13
37	Cc1noc(C)c1C(=O)NC(Cc1c[nH]c2ccccc12)C(=O)O (centres undefined)	0	0.9	3	-2	6	4	-7	1	7	3	.
38	O=C(N/N=C/c1ccccc1OC(F)F)NC1CCCCC1	-7	0.0	0	-11	-4	-77	-2	13	2	-14	-7
39	Cc1ccc(NC(=O)c2ncn(CC(=O)NCC(C)c3ccccc3)n2)cc1C (centres undefined)	-3	2.0	4	-1	-11	-74	-7	10	-7	-42	.
40	COc1ccc(C(C#N)C2(C)OCCO2)cc1OC (centres undefined)	0	5.6	-2	-17	6	10	-9	19	-17	1	-1
41	Cn1c(OCc2ccco2)nc2c1c(=O)n(Cc1ccc(Cl)c(Cl)c1)c(=O)n2C	8	1.1	-2	2	1	16	.	3	8	13	2
42	CCn1c2ccccc2c2nc3cc(OC)c(OC)cc3nc21	51*	-2.7	0	-26	-12	-146	3	-80	6	-134	3
43	COC(=O)c1nn2c(C(F)(F)F)cc(-c3ccc(Br)o3)nc2c1Br	-3	-3.6	0	1	-3	-5	-9	-12	-4	8	0
44	COc1ccc(C(C#N)N2CCOCC2)cc1 (centres undefined)	11	0.7	2	-13	7	-50	.	-11	5	-115	1
45	CCOC(=O)c1[nH]c2ccccc2c1N=CN(C)C	5	3.3	5	-6	11	11	.	-11	6	12	4
46	CCCNc1cc(C)oc(=O)c1C(=O)CC	0	0.4	2	0	2	10	5	-11	-1	12	-1
47	COc1ccccc1-c1cc(C(=O)Nc2cc(C)on2)no1	-3	0.2	-3	-48	-68	-229	-7	12	-4	-73	2
48	CCOc1ccc(/C=N/NC(=O)c2nnn(-c3nonc3N)c2CN(C)C2CCCCC2)cc1	-4	-0.1	0	-32	2	5	-2	5	3	4	-1
49	O=C(CSc1ccc2nnc(-c3ccccn3)n2n1)Nc1cccc(F)c1	1	0.3	12	-4	4	18	-6	-24	2	-6	1
50	Cc1nn(C)c(C(=O)NC2C3CC4CC(C3)CC2C4)c1Cl (centres undefined)	5	1.0	2	0	6	12	-6	-6	11	2	-1
51	CNC(=O)COc1coc(CN2CCN(c3ccccc3F)CC2)cc1=O	0	-0.5	2	-16	1	7	-6	-27	5	7	-1
52	O=C(O)/C=C/C(=O)Nc1ccc(SC(F)(F)F)cc1	0	0.0	5	4	0	4	-3	-2	-16	3	1
53	COc1ccc(NC(=O)C2CC(=O)N(CCc3ccc(F)cc3)C2)c(OC)c1 (centres undefined)	0	1.3	-8	-10	12	0	-3	-22	0	2	2
54	O=C(c1c(F)cccc1Cl)N1CCN(c2ccccn2)CC1	2	0.8	-7	-1	4	-2	-8	-23	0	-21	5
55	Cc1ccccc1-n1c(SCC(=O)N2CCN(c3ccccc3)CC2)nnc1-c1ccncc1	3	-2.0	-2	4	12	14	-5	-7	-1	-2	-1
56	CC1(C)O[C@@H]2[C@H](O1)[C@@H](COS(=O)(=O)O)O[C@H]2n1ccc(=O)[nH]c1=O	-1	-0.8	5	9	-4	8	-9	-2	8	-6	-4
57	O=C(Cn1nc(Cc2cccnc2)c2ccccc2c1=O)N1CCN(C(=O)c2ccco2)CC1	8	-0.7	-2	-17	2	8	-10	-8	.	9	1
58	Cc1cccc(C)c1-n1c(C)cc(/C=N\NC(=O)CC(=O)NC2CCCCC2)c1C	-6	-0.3	-3	11	4	17	-16	-1	0	5	0
59	O=C(CSCC(=O)N1CCOCC1)Nc1nc(-c2ccc3c(c2)OCO3)cs1	-3	-2.0	4	-42	.	-198	-5	-64	.	-210	1
60	CN(C(=O)c1cccc(NC(=O)Cc2ccc(NC(=O)C3CCCN(C(=O)CCc4ccccc4)C3)cc2)c1)C1CCCC1 (centres undefined)	-16	-0.2	-2	42	29	3	-6	-28	3	39	.
61	CCN(CC)CCN(C(=O)c1ccc(C(=O)c2ccccc2)cc1)c1nc2cc3c(cc2s1)OCO3	2	-0.2	-9	2	-21	-21	-5	-34	-18	-9	-2

Fetched by structure from above, 2 records:
entry	SMILES	Cardio protect	hiPSC survival	HTR2A ag	Shn3 inh set2	MITF TRPM1 inh	HIF-2a inh	CaV13 FRET inh	NR2E3 ag-2	PDI inh	Peg3 promoter	NR2E3 ag-1
44	COc1ccc(C(C#N)N2CCOCC2)cc1 (centres undefined)	11	0.7	2	-13	7	-50	.	-11	5	-115	1
61	CCN(CC)CCN(C(=O)c1ccc(C(=O)c2ccccc2)cc1)c1nc2cc3c(cc2s1)OCO3	2	-0.2	-9	2	-21	-21	-5	-34	-18	-9	-2
